Screens deposited in PubChem by National Center for Advancing Translational Sciences (NCATS).
KB-V1 MDR tox – kills drug-selected multidrug resistant KB-V1 cells | AID 1347076 | 3.4% of 400,000 active | Potency, µM (titrated, usually from 46.1 µM), inactives show at the highest dose activity change, negative = cytotoxicity, most hits filed as cytotoxic | KB-V1 MDR cells viability, CellTiter-Glo, 72 h; note: potency is the fitted concentration of half-maximal effect; % is set by controls: 0 for no effect and ±100 for the full control effect; nearly all actives have a fitted effect of over 60% in size
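Drug-selected KB-V1 cells, grown in DMEM lacking phenol red with 10% FBS, receive compound titrations; after three days at 37 degrees C, surviving cell ATP is quantified by CellTiter-Glo luminescence and responses normalized and curve-fitted.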
HT1080 IDH1KD tx – toxicity to HT-1080 IDH1 knockdown cells (counter line) | HT-1080 IDH1 knockdown viability, ATP luminescence, 48 h | Potency, µM (highest dose often 46.1 µM), inactives show at the top dose activity, negative = toxicity, usual class: cytotoxic | 2% of 360,000 active | AID 686971;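 note: potency is the fitted concentration of half-maximal effect; 0% = DMSO wells and -100% = cell-free medium wells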
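Knockdown cells (IDH1KD HT-1080) received compounds 2 h after plating at 750 cells/well and were kept 48 h at 37 °C in 5% FBS RPMI. A CellTiter-Glo luminescence read gave % activity for curve fitting.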
HT1080-NT tox – kills 2HG-producing HT-1080-NT fibrosarcoma cells | HT-1080-NT fibrosarcoma viability, CellTiter-Glo ATP luminescence, 48 h | Potency, µM (top dose mostly 46.1 µM), for inactives: top-dose activity, negative = less viability, hits mostly cytotoxic | 1.6% of 360,000 active | AID 686970;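 note: NT is the 2HG producing partner of a matched IDH1 knockdown line; potency is the fitted concentration of half-maximal effect; 0% = DMSO-treated cells and -100% = media-only wells without cells; nearly all actives have a fitted effect of over 55% in size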
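Read-out is CellTiter-Glo luminescence after 10 minutes at room temperature, following 48 hours' compound treatment of HT-1080-NT cells (750 cells/well, RPMI, 5% FBS, 37 degrees C).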
SW480 rerep – induces DNA re-replication in SW480 colon adenocarcinoma cells. 1.8% of 340,000 active. SW480 DNA re-replication, Hoechst DNA content imaging, 48 h. AID 624297. Potency, µM (doses to about 46.1 µM), without a hit: at the top dose re-replication activation, most hits filed as activators; note: potency is the fitted concentration of half-maximal effect; % of control where 0% means no effect; nearly all actives have a fitted effect of over 55% in size
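Per well, 250 cells were exposed to pinned compound for 48 hr. Nuclear DNA was visualised with Hoechst (40 min, 37 C) and total object intensity recorded by fluorescence scanning.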
MCF10A rereplic – DNA re-replication induction in MCF 10a cells | MCF 10A DNA re-replication, Hoechst nuclear intensity, 48 h | Potency, µM (series often up to 46.1 µM), for inactives: at the highest dose activity, positive = re-replication, actives largely listed as activators | 2.9% of 350,000 active | AID 624296; note: potency is the fitted concentration of half-maximal effect; % of control where 0% means no effect; nearly all actives have a fitted effect of over 50% in size
KB-3-1 tox – kills parental KB-3-1 adenocarcinoma cells. KB-3-1 viability, CellTiter-Glo ATP luminescence, 72 h. Potency, µM (top dose mostly 46.1 µM), for the others: top-dose activity change, negative = cytotoxic, hits mostly cytotoxic. 1.4% of 400,000 active. AID 1347075; note: potency is the fitted concentration of half-maximal effect; % is set by controls: 0 for no effect and ±100 for the full control effect; nearly all actives have a fitted effect of over 60% in size
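72 h, 37 °C compound treatment of KB-3-1 parental cells; CellTiter-Glo added, 10 min, luminescence read. Data corrected against DMSO-only plates and normalized before curve fitting.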
S2 tox – cell viability loss in ATXN counter-screen | 0.49% of 400,000 active | S2 cells (HEK-293 line with an ATXN2-luciferase reporter) viability, CellTiter-Fluor protease fluorescence, 24 h | Potency, µM (titrated, usually from 56.7 µM), usual class: cytotoxic; note: potency is the fitted concentration of half-maximal effect; nearly all actives have a fitted effect of over 40% in size
ATXN2 expr inh – ATXN2 expression inhibition. HEK-293 ATXN2-luciferase reporter, luminescence, 24 h. Potency, µM (titrated, usually from 57 µM), for inactives: at the highest dose activity change, negative = inhibition, hits mostly inhibitors. 0.72% of 360,000 active. AID 1745845; note: potency is the fitted concentration of half-maximal effect; % is set by controls: 0 for no effect and ±100 for the full control effect; nearly all actives have a fitted effect of over 55% in size
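ATXN2-luciferase reporter cells (luciferase flanked by upstream and downstream ATXN2 gene portions) were treated 24 h at 37 °C with compounds at up to 57 uM. SteadyGlo luminescence gave expression; GF-AFC fluorescence gave viability.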
IL-1B inflam inh – inflammasome signaling inhibition, IL-1 beta readout; THP-1 LPS/ATP IL-1B secretion, AlphaLISA, 16 h; stronger effect = lower value; activity change, % at 57.5 µM; 4.7% of 360,000 active; in the data active = activity change below about -50%; inconclusive = mostly about -30% to -49%; note: % is set by controls: 0 for no effect and ±100 for the full control effect
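THP-1 cells pretreated 1 hr with compounds (up to 57.5 uM final), then stimulated with LPS (250 ng/mL final) plus ATP (1.25 mM final); secreted IL-1B measured by AlphaLISA after 16 hr, decreased signal indicating inhibition.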
An asterisk follows results filed as active; i = inactive; ? = inconclusive; / = no result given; & = joins results of further samples; [ ] = remark or other dose. Unless noted, calls come from the whole dose curve; as a rule, active = well fitted curve in the direction sought with a large enough effect; inconclusive = small, poorly fitted or top-dose-only effect, or another doubt; inactive = no such curve, though single readings can be large; an effect the other way counts as inactive or inconclusive.

SMILES	S2 tox	IL-1B inflam inh	KB-3-1 tox	MCF10A rereplic	HT1080-NT tox	HT1080 IDH1KD tx	KB-V1 MDR tox	SW480 rerep	ATXN2 expr inh
S=C1CCC(c2ccc(Br)cc2)=NN1c1ccccc1	i	-1.1	0.7%	-4.6%	-3.3%	-2.4%	-8.0%	-3.3%	-13.8%
N#CC1(NC(=O)CSc2nc3ccc([N+](=O)[O-])cc3s2)CCCCC1	i	-11.9	-3.1%	13.3%	-7.1%	-1.5%	?	1.1%	-2.1%
CCOc1ccc(C(O)(c2ccccc2)C(CN2CCCC2)c2ccccc2)cc1 (stereo not given)	i	-60.9*	-18.1%	122.1%	?	-2.8%	4.1%	20.6µM*	-27.6%
Cc1nc2ccc(F)cc2cc1C(=O)Nc1ccc(Cl)c(Cl)c1	i	16.9	9.2%	20.0%	-6.4%	-3.6%	?	9.6%	-15.4%
CN(C)CCn1c2c(c(SCC(=O)Nc3ccc4c(c3)OCCO4)nc1=O)CCCC2	i	-23.0	22.7%	-1.8%	2.8%	-0.7%	-5.3%	1.0%	-6.0%
COc1cc(NC2=Nc3cccc4cccc2c34)cc(OC)c1OC	i	0.8	-29.3%	?	?	?	2.59µM*	?	-11.7%
O=C(NCCc1ccc(C(F)(F)F)cc1)c1ccc(Cl)nc1	i	-9.0	3.8%	1.2%	-0.4%	-2.3%	2.2%	1.7%	1.1%
COc1cccc(/C=N/NC(=O)c2cnccn2)c1	i	14.3	-24.5%	-5.2%	14.0%	15.8%	-12.5%	-1.4%	14.0%
Cc1cc(C)c(C)c(S(=O)(=O)N2CCC(C(=O)NCc3ccco3)CC2)c1C	i	0.0	-1.9%	-0.2%	-10.1%	-7.9%	-24.3%	-16.2%	-8.4%
COc1cnc(-c2ccccn2)nc1N(C)c1ccccc1	i	114.1	?	?	?	?	?	?	0.0%
Cc1cc(C(=O)CCC(=O)N(C)CC(=O)Nc2ccc(OC(F)(F)F)cc2)c(C)s1	i	-2.6	3.9%	1.8%	-4.2%	-12.7%	-3.6%	-4.8%	1.2%
CCNS(=O)(=O)c1c(C)cc(C)c(N(C)S(=O)(=O)c2ccccc2)c1C	i	-3.4	5.6%	-5.4%	-0.7%	6.5%	?	0.4%	-10.2%[11.3 µM]
CCn1cc(Br)c(C(=O)Nc2ccc(F)cc2F)n1	i	-10.9	-4.2%	0.9%	14.4%	19.0%	-0.4%	-2.7%	/
C/C(=N\NC(=O)c1ccc(N(C)C)cc1)c1ccc(C)c(C)c1	i	-6.7	-1.2%	-2.0%	6.4%	11.1%	-15.4%	1.7%	-1.3%
c1ccc(Nc2nc(N3CCCC3)nc(N3CCOCC3)n2)cc1	i	/	0.6%	/	/	/	15.8%	/	-16.3%
COc1cccc(-c2cc(C(F)(F)F)nc(-n3nc(C)c(Br)c3C)n2)c1	i	/	6.7%	/	/	/	-8.0%	/	1.7%
COC(=O)[C@@]1(C(C)C)N=C(c2cc(OC)c(OC)c(OC)c2)[C@]2(O1)C(=O)Nc1ccccc12	?	0.0	8.0%	/	2.7%	1.1%	5.2%	/	-0.8%
CC(NC(=O)c1ccccc1Br)c1nnc(SCC(=O)NC2=NCCS2)n1C (stereo not given)	i	25.0	1.5%	1.8%	-0.1%	3.4%	-2.4%	-9.6%	2.3%
Cc1cc(C)n(C(C)CC(=O)Nc2ccc(-c3ccno3)cc2)n1 (stereo not given)	i	14.2	12.7%	-6.8%	-0.6%	11.2%	-21.1%	0.7%	0.9%
COc1cc(/C=C/C(=O)OCC(=O)Nc2ccc3c(c2)OCCO3)ccc1O	i	24.1	-21.8%	17.7%	-29.3%	?	-18.1%	2.1%	-10.4%
CC(=O)c1cccc(NC(=O)CSc2nc(=O)n(CCCN3CCOCC3)c3c2CCC3)c1	i	-7.7	-6.5%	0.8%	-0.2%	3.3%	29.8%	-1.2%	-1.4%
COc1cc(C#N)ccc1OCC(=O)Nc1cccc(S(=O)(=O)N2CCCC2)c1	i	0.0	7.0%	5.9%	-10.1%	-0.1%	16.4µM*	-5.0%	/
N#C/C(=C\c1cccc(Oc2ccc(C(F)(F)F)cc2[N+](=O)[O-])c1)c1nc2ccccc2[nH]1	i	11.2	-27.9%	18.4µM*	12.4%	15.1%	1.9%	4.3%	4.1%
COc1ccc(S(=O)(=O)N(CC(=O)NC2CC3CCC2C3)c2ccccc2OC)cc1 (stereo not given)	i	-5.5	-18.3%	13.6%	-15.9%	-18.0%	?	0.2%	-1.6%
O=C(Cc1ccc([N+](=O)[O-])cc1)NCc1ccncc1	i	1.5	-15.9%	-6.2%	-1.7%	1.0%	4.0%	-19.6%	-10.0%
C=C(C)C(=O)Nc1cccc(C2=NOC3(C2)C[C@@H](C(N)=O)N(C(=O)c2cc([N+](=O)[O-])cc([N+](=O)[O-])c2C)C3)c1 (stereo not given in full)	i	17.2	-0.4%	-7.6%	0.0%	0.7%	?	2.0%	6.0%
Cn1cnnc1SCC(=O)NC(=O)NC1CCCC1	i	34.8	1.5%	-7.8%	5.5%	15.5%	0.1%	-1.5%	10.6%
Cc1ccccc1NC(=S)NCC(c1cccnc1)N1CCOCC1 (stereo not given)	i	6.0	8.5%	-8.2%	9.0%	14.2%	0.0%	-2.7%	-10.2%
S=c1[nH]nc(Nc2ccccc2)s1	i	31.9	-1.5%	-1.7%	1.2%	-0.8%	2.3%	-5.9%	4.6%
O=C(NC(=S)N1CCCCC1)C12CC3CC(CC(C3)C1)C2	i	-17.6	6.4%	0.7%	12.5%	7.5%	2.9%	-0.3%	33.4%[activator]
CC(C)CN1CCN(Cc2cc(F)ccc2-n2cccn2)CC1CCO (stereo not given)	i	-0.8	4.6%	5.2%	-1.5%	-1.1%	0.2%	-16.1%	0.2%
CCCCN(CCCNC(=O)CN1C(=O)COc2ccc(S(=O)(=O)N3CCC(C)CC3)cc21)Cc1ccccc1	?	36.0	4.3%	-2.5%	3.6%	0.0%	21.1%	10.8%	/
O=c1c(-c2ccc3c(c2)OCCO3)c(C(F)(F)F)oc2cc(O)cc(O)c12	i	16.4	-16.8%	?	-5.5%	-5.8%	?	-0.1%	-5.1%
C/C(=N/Nc1nc(-c2ccccc2F)nc2ccccc12)c1ccccc1O	i	-3.6	?	-0.2%	?	0.1%	-7.6%	0.8%	/
CC(C)(C)OC(=O)C[C@@H]1C/C=C\C[C@@H](CC(=O)NCCO)C(=O)N[C@H](Cc2ccccc2)COC1=O	i	19.7	0.0%	-0.2%	14.8%	12.5%	11.6%	8.1%	6.2%
COc1cccc(-c2cccc(NC(=O)C3CCN(Cc4cnn(C)c4)CC3)c2)c1	i	16.7	/	2.1%	1.0%	3.7%	/	0.0%	-2.3%
CC1CCCCC12NC(=O)N(CC(=O)NCCc1ccccn1)C2=O (stereo not given)	i	-18.0	3.6%	-1.1%	-7.4%	3.3%	?	-12.7%	4.2%
CCOC(=O)c1c(C)[nH]c(C(=O)COC(=O)c2ccco2)c1C	i	15.6	?	-0.7%	-2.2%	-0.6%	-24.8%	12.0%	-1.0%
Cc1ccccc1C1C(C#N)=C(N)N(N(C)C)C2=C1C(=O)CC(C)(C)C2 (stereo not given)	i	-0.4	0.6%	?	3.9%	-13.8%	4.8%	0.3%	-0.4%
O=C(Nc1ccc2oc(-c3cccnc3)nc2c1)c1ccccc1F	i	/	-0.7%	/	/	/	-10.9%	/	9.0%
COc1cc(CNC(=O)c2ccccc2NC(=O)C2=C(C)OCCS2)cc(OC)c1OC	i	-3.9	9.7%	2.5%	-2.4%	0.4%	-3.4%	1.6%	9.2%
CCC(=O)N1CCc2cc(S(=O)(=O)CCC(=O)NCc3ccc(OC)cc3)ccc21	i	-9.5	-4.6%&14.7%	-0.5%	-3.9%	-4.4%	?	22.7%	4.1%&0.1%
Cc1ccc(NC(=O)COC(=O)CCC(=O)c2cccs2)cc1S(=O)(=O)N1CCOCC1	i	2.6	-3.1%	0.4%	5.3%	-4.8%	-1.6%	6.9%	0.2%
CC(NCc1ccc(OCc2ccc(Cl)cc2)cc1)C(O)c1ccccc1 (stereo not given)	?	-102.9*	?	18.4µM*	23.1µM*	18.4µM*	?	?	?
N#CCCn1ncc2ccccc21	i	11.2	2.5%	-0.4%	14.1%	5.8%	8.0%	-2.2%	-28.1%
CCc1ccc(N2CC(C(=O)OCC(=O)Nc3ccc(C#N)cc3)CC2=O)cc1 (stereo not given)	i	-4.0	29.4%	-0.6%	-2.4%[9.24 µM]	9.6%	?	-10.6%	7.2%
O=C(COc1cccnc1[N+](=O)[O-])Nc1cccc(S(=O)(=O)N2CCOCC2)c1	i	-7.8	1.5%	4.4%	-1.0%	4.0%	5.4%	0.9%	/
Cc1ccccc1CNC(=O)C(=O)NCC1OCCCN1S(=O)(=O)c1ccc(F)cc1C (stereo not given)	i	i	-2.8%	12.6%	6.5%	15.2%	?	-2.0%	3.2%
COC(=O)[C@@]12C[C@@H](CC(=O)NCc3cccc4ccccc34)C(=O)N(Cc3ccco3)C1=CCC(C)(C)C2	/	-71.3*	-12.6%	/	?	?	20.6µM*	/	/
Cc1ccc2cc(C)c(Sc3nnnn3-c3ccccc3)nc2c1	i	9.0	?	17.2%	-3.1%	-10.6%	?	?	-16.1%

One compound at a time, as listed above.
`CCc1ccc(N2CC(C(=O)OCC(=O)Nc3ccc(C#N)cc3)CC2=O)cc1` (stereo not given) across the screens: S2 tox: i; IL-1B inflam inh: -4.0; KB-3-1 tox: 29.4%; MCF10A rereplic: -0.6%; HT1080-NT tox: -2.4%[9.24 µM]; HT1080 IDH1KD tx: 9.6%; KB-V1 MDR tox: ?; SW480 rerep: -10.6%; ATXN2 expr inh: 7.2%
`Cc1ccc(NC(=O)COC(=O)CCC(=O)c2cccs2)cc1S(=O)(=O)N1CCOCC1` across the screens: S2 tox: i; IL-1B inflam inh: 2.6; KB-3-1 tox: -3.1%; MCF10A rereplic: 0.4%; HT1080-NT tox: 5.3%; HT1080 IDH1KD tx: -4.8%; KB-V1 MDR tox: -1.6%; SW480 rerep: 6.9%; ATXN2 expr inh: 0.2%
